Bioassay records (PubChem)
NPY-Y2 antag: blocks the human neuropeptide Y Y2 receptor. NPY-Y2 expressing cells, antagonist mode. inhibition, % at 2.7 µM. 140,000 tested, 0.99% active; in the data active = inhibition above about 17%;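 also: 0% = vehicle with agonist challenge and 100% = reference antagonist with challenge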
Target sequence (P49146 whole entry, looked up): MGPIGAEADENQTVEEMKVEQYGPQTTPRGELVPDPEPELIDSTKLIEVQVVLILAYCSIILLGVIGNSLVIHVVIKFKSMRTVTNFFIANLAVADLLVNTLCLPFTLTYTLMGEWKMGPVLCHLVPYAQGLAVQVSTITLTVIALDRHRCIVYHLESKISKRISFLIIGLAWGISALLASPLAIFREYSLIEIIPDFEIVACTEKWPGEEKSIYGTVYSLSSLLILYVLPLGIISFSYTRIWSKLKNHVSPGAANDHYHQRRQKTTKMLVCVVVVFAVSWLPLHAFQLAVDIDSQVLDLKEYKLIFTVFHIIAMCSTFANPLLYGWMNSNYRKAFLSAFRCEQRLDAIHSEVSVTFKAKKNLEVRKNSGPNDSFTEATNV
Phagocytosis inh: macrophage phagocytosis inhibition; inhibition, % at 5 µM; AID 1029; 110,000 tested, 0.07% active; J774A.1 macrophage IgG-bead phagocytosis, imaging;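 active = inhibition above the mean of the plate negative controls plus 5 SD, cut at about 13% in these data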;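 also: phagocytic index as fraction of beads internalized from green versus red external bead signal; plate controls were DMSO negative control for no effect and cytochalasin-D positive control for full effect; some results beyond the cut were filed as inactive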
E-sel TNF inh: blocks E-selectin expression induced by TNF alpha; inhibition, % at 2 µM; 120,000 tested, 0.71% active; AID 1246; HUVEC TNFa-induced E-selectin immunofluorescence, high content;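 active = inhibition above the batch mean plus 3 SD, and confirmed as a hit on visual image review, cut at about 43% in these data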;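 also: 0% = TNF-stimulated DMSO wells and 100% = unstimulated control wells; not every result past the cut was called active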
Measles CPE: protection of cells from measles virus | Measles virus-infected cells, CPE protection, absorbance | 140,000 tested, 1.5% active | protection (pct of control), % at 4 µM; in the data active = protection mostly above about 24%, no sharp cut-off; inactive = mostly below about 26%; also: some compounds called inactive have numbers as strong as hits
HCT116 bCat-KO: beta-catenin-lacking colon tumor cell growth suppression; viability, % at 10 µM; HCT116 beta-catenin knockout viability, CellTiter-Glo, 60 h; active compounds read low; 140,000 tested, 1.5% active; AID 818;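 active = viability at or under a set limit, the compound median less 4 SD, cut at about 6% in these data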;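 also: 0% = Hyamine 1622 control at 20 µM and 100% = untreated cell control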
Yeast life ext: extends the lifespan of yeast. S. cerevisiae growth with nicotinamide, OD615; deaD strain in restrictive glucose medium. inhibition of the nicotinamide effect, % at 10 µM. 130,000 tested, 0.68% active;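 active = inhibition above a set limit, placed 3 SD over the median of all compounds, cut at about 26% in these data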;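 also: 0% = nicotinamide-treated wells and 100% = cells grown without nicotinamide; some compounds called inactive have numbers as strong as hits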
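System: DeaD-strain S. cerevisiae / Buffer or medium: CSMM-D, restrictive glucose (dextrose) synthetic minimal medium / Probe or stimulus: nicotinamide, 1.5 mM, co-present with compound / Compound: one concentration, 10 µM, DMSO 0.25% / Incubation: 48 h compound exposure at 30 °C, humidified / Technique: optical density (absorbance) at 615 nm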
Yeast growth inh: chemicals that inhibit yeast BB579 growth in restrictive medium (lifespan-shortening candidates); S. cerevisiae BB579 growth, OD615, 48 h; inhibition, % at 10 µM; 140,000 tested, 0.51% active; AID 804;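 active = inhibition above a set limit, 3 SD over the mean compound inhibition, cut at about 44% in these data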; also: inactives centre near -24
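Test system: Saccharomyces cerevisiae DeaD strain BB579, replicative lifespan model yeast | Buffer or medium: Restrictive CSMM-D medium | Doses: One dose, 10 µM compound with 0.25% DMSO | Incubation: 48 h exposure, 30 °C | Detection: Culture absorbance at 615 nm | Control set: Amphotericin B at 10 µg/mL as positive control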
MRP1 act: MRP-1 activation | H69AR cells + doxorubicin, viability rescue, CellTiter-Glo | 140,000 tested, 0.61% active | viability increase, % at 10 µM;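 active = viability gain under doxorubicin at or above a set limit, the compound median plus 3 SD, cut at about 4.7% in these data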;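 also: MRP-1 overexpressing cells given doxorubicin 25 µM after compound pretreatment; 18-22 h compound pretreatment then 72 h with doxorubicin before readout; 0% = doxorubicin-only wells and 100% = vehicle-treated cells without doxorubicin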
HCT116 PTEN-null: growth suppressors of cells with PTEN tumor suppressor deletion. HCT116 PTEN-null viability, CellTiter-Glo, 60 h; active compounds read low. viability, % at 10 µM. 140,000 tested, 1.2% active. AID 827;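 active = viability at or below a set limit, 4 SD under the median of all tested compounds, cut at about 3.7% in these data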;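 also: PTEN knockout HCT116 line with beta catenin targeted HCT116 as companion control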
GALR2 antag: blocks the human galanin receptor 2 | GALR2-expressing cells, antagonist mode | inhibition, % at 4 µM | AID 828 | O43603 | 140,000 tested, 0.39% active; in the data active = inhibition above about 27%;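 also: cells stimulated with galanin 1-16 at roughly its EC80; 0% = agonist challenge control and 100% = basal control without agonist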
Target sequence (O43603 whole entry, looked up): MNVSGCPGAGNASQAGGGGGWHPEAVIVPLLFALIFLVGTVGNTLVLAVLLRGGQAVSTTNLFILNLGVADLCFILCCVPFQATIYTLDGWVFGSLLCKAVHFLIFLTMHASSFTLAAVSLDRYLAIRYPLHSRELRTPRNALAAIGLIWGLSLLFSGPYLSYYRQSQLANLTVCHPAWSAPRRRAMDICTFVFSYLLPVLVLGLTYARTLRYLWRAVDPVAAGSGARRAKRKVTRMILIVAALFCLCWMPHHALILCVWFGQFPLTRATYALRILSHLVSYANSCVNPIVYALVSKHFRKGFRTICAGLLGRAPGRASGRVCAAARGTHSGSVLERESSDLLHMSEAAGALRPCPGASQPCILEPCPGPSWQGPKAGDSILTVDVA
Numbers without * were called inactive; x = not tested or not shown.

Compound,NPY-Y2 antag,Phagocytosis inh,E-sel TNF inh,Measles CPE,HCT116 bCat-KO,Yeast life ext,Yeast growth inh,MRP1 act,HCT116 PTEN-null,GALR2 antag
CCOc1cc(C)c(Cl)cc1S(=O)(=O)N(CC)CC,2,-3,10,27,64,0,-10,-0.3,66,12
COc1ccc(C(=O)CN2C3=NCCCN3c3ccccc32)cc1OC,2,-3,13,5,55,14,-57,-1.8,59,-3
O=C(/C(Br)=C/Nc1cc(Cl)ccc1Cl)C(F)(F)F,0,-14,x,7,73,-3,-41,-3.0,79,-9
CN(CC(=O)NCC1CCCO1)S(=O)(=O)c1cc(Cl)ccc1Cl (centres undefined),4,0,6,7,103,-7,-20,1.0,89,-8
CCCCC(=O)Nc1cccc2c1C(=O)N(c1ccccc1)C2=O,4,1,13,5,99,-18,-5,-1.5,109,8
O=C(O)c1ccc(NS(=O)(=O)c2ccc3nnn(O)c3c2)cc1,2,-2,-9,3,102,-4,-13,-1.4,89,-4
COC1(OC)C(/C=C/c2ccc(Cl)cc2)C(C#N)(C#N)C1(OC)OC (centres undefined),1,x,-30,5,4.2*,x,-31,-7.6,3.0*,-16
CC(C)c1cc(NCC2CCCO2)n2c(nc3ccccc32)c1C#N (centres undefined),-1,2,10,12,83,-10,-41,-2.5,79,-15
O=C(CN1CCN(C(=O)c2cccs2)CC1)NC1CCCCC1,-2,0,-16,12,90,-6,8,-0.9,100,12
Cc1ccc(NC(=O)Cn2nc(C(F)(F)F)c3c2CCC3)cc1,4,x,9,3,103,-3,-76,3.9,112,7
COCCCN1C(=O)C(=O)/C(=C(/O)c2ccc(OC(C)C)cc2)C1c1cccnc1 (centres undefined),1,0,-7,17,99,-6,10,-1.5,110,9
CCCCNC(=O)C1CC(c2c(Cl)cccc2Cl)=NO1 (centres undefined),0,1,7,17,32,-27,-31,-3.9,19,-6
C=CCOc1ccc(Cl)cc1C(=O)O,3,0,30,3,89,23,-42,-1.5,95,-8
COc1ccc(N(CC(=O)Nc2cccc(SC)c2)S(C)(=O)=O)cc1Cl,1,0,14,4,83,-23,-13,-3.1,76,-9
C=CCn1c(CC(=O)OC)csc1=Nc1ccc(C(C)=O)cc1,2,0,-31,15,90,-10,-14,-0.8,89,4
COc1cccc(/C=N/Nc2nnc(C)n2N)c1OCc1ccccc1Cl,-1,3,x,4,96,7,-15,2.5,99,-14
C#CCSc1nccc(-c2nn(-c3ccc(C)cc3)ccc2=O)n1,4,1,x,16,88,-9,-68,-1.4,89,2
CSc1nc(C)c2c(n1)N(c1cccc(C)c1)CC2,9,0,-21,13,82,-30,-36,1.0,75,-19
Cc1cn2c(nc1=O)OC1C(O)C(COC(=O)c3ccccc3)OC12 (centres undefined),0,-1,x,22,100,-6,-18,-0.1,101,4
Cc1nc([N+](=O)[O-])c(Sc2nc3ccc([N+](=O)[O-])cc3[nH]2)n1Cc1ccccc1,2,11,x,9,7,-5,-27,-5.1,5,9
COC(=O)c1ccc(CSc2nc3c(c(=O)n2-c2ccc(F)cc2)SCC3)o1,8,x,-16,12,76,x,-16,-2.2,77,-10
NS(=O)(=O)c1ccc(CCNC(=O)Cc2c[nH]c3ccccc23)cc1,2,-4,x,22,84,0,-26,-2.4,95,13
Cc1cc(Br)ccc1OCC(=O)NNC(=O)c1ccc(NC(=O)C2CC2)cc1,0,-2,1,40,103,3,-54,-1.4,100,-7
Cc1cccc(/N=C/c2c(O)ccc3oc4c(c23)CCCC4)n1,1,-6,-26,10,84,31*,-15,-3.0,87,15
Cc1cccc(-n2cnc3cc([N+](=O)[O-])ccc32)c1,-2,-6,x,5,90,-5,-50,-2.1,97,-4
NC(=O)c1ccccc1NS(=O)(=O)c1cccs1,2,-2,9,20,98,-7,-44,-0.5,97,10
O=C(Nc1cccc(C(=O)N2CCCC2)c1)c1ccccc1Cl,1,0,23,1,88,-6,-14,-3.7,96,-17
CC(=O)OC1COC(n2ccc3cc([N+](=O)[O-])ccc32)C(OC(C)=O)C1OC(C)=O (centres undefined),2,x,-14,6,92,x,-22,-3.0,95,8
O=C(NNC(=O)c1cc(-c2ccccc2)nn1-c1ccccc1)c1ccccc1,5,x,0,3,87,-3,-65,-3.5,82,15
CSc1nc2nc3c(cn2n1)C(=O)CC(c1ccccc1)C3 (centres undefined),3,0,10,2,94,18,4,-1.7,102,-2
Cc1c(NC(=O)CN2C(=O)c3ccccc3S2(=O)=O)c(=O)n(-c2ccccc2)n1C,2,x,-19,11,85,x,-5,-1.7,93,-1
Cn1c(N)c(C(=O)COC(=O)C23CC4CC(CC(C4)C2)C3)c(=O)n(C)c1=O,-1,0,15,2,93,-3,-40,1.7,106,-16
Cc1ccc(N(CC(=O)Nc2ccc(C)cn2)S(=O)(=O)c2c(C)nn(C)c2C)cc1,2,1,-18,17,93,1,-16,-1.8,96,8
C[C@H](C(=O)C=[N+]=[N-])N1C(=O)c2ccccc2C1=O,4,0,-23,8,96,-3,-26,12*,108,-3
CCOC(=O)c1c(NC(=S)NC(=O)c2ccco2)sc2c1CCCC2,-1,-2,x,37,90,-8,-63,-1.8,87,-7
CCOC(=O)C1=C(N)Oc2c(oc(CO)cc2=O)C1c1ccc(F)cc1 (centres undefined),3,x,-4,3,98,x,-24,-2.7,95,-1
Cc1cccc(NC(=O)C2=C(O)c3ccccc3N(C)S2(=O)=O)c1,2,0,x,4,87,-4,-4,-0.9,82,8
NC(=O)C1CCN(C2CC(=O)N(Cc3ccc(N4CCCC4=O)cc3)C2=O)CC1 (centres undefined),-3,-2,13,18,84,-6,-27,-1.7,95,-11
COC(=O)c1ccc(NC(=O)CSc2nc3ccccc3c(=O)[nH]2)cc1,-2,1,-17,24,95,-14,-36,-1.8,97,-13
CCCCn1c(SCC(=O)/C(C#N)=C(\C)N)nc2ccccc2c1=O,3,-3,2,20,99,-4,-43,0.4,81,-1
COc1ccc(C(=O)Nc2c(Cl)cc(Cl)cc2C(=O)N2CCC(C)CC2)cc1,4,3,x,5,77,11,-7,-2.3,78,6
Cn1c(=O)[nH]c(NC2CCCCC2)c([N+](=O)[O-])c1=O,-1,1,-23,3,100,5,1,-0.8,98,-5
Cc1ccc(C(C#N)c2ccc(C(=O)c3ccc(F)cc3)cc2)cc1 (centres undefined),5,1,7,3,25,-3,-26,0.4,46,0
COc1ccc(OC)c(/C=C(\NC(=O)c2ccccc2)C(=O)N/N=C/c2ccc(C)s2)c1,9,0,-46,35*,78,-1,-21,-1.7,74,0
O=C(NC1CCCCC1)C1c2ccccc2C(=O)N1Cc1ccco1 (centres undefined),0,-1,0,26,93,-12,-24,-0.9,96,-2
COc1ccc(/C=C(\C#N)C(=O)OCC(=O)NCc2ccccc2)cc1,3,2,-17,8,101,1,-53,-0.2,93,-7
COC(=O)C1=C(C)NC2=C(C(=O)CCC2)C1c1cccc(C)n1 (centres undefined),0,0,x,11,98,-1,-41,1.2,95,4
CCN(CC)S(=O)(=O)c1ccc2oc(C(=O)Nc3ccc(OC)cc3OC)c(C)c2c1,3,-1,-11,3,89,39,-25,-1.7,88,6
CCOC(=O)CC1C(=O)NCCN1C(=O)c1ccc(F)cc1F (centres undefined),3,-1,12,18,108,-5,-43,-0.5,109,-15
Cc1cccc(C(=O)Nc2sc(C)c(-c3ccccc3)c2C#N)c1,0,-1,16,5,70,-13,-53,-0.3,69,-4
NS(=O)(=O)c1ccc(S(=O)(=O)N(Cc2ccccc2F)CC2CCCO2)cc1 (centres undefined),-2,-2,18,4,104,-13,-2,-1.3,87,9
O=C(NCCc1ccccc1)c1nc2c(nnn2Cc2ccccc2Cl)c(=O)[nH]1,9,x,x,4,90,-3,-28,-3.0,90,-6
O=C(NCc1ccco1)c1n[nH]c(=O)c2ccccc12,4,0,30,6,113,-11,1,0.2,87,-2
Cc1nc2c([nH]1)C1(CCN(Cc3ccccc3)CC1)C(C#N)=C(N)O2,0,3,20,3,99,-9,-22,-0.1,98,-9
CCC(=O)Nc1ccc(F)c(Cl)c1,0,0,-3,3,94,-9,-15,0.7,91,-3
O=C(NCc1cccs1)C1CCN(S(=O)(=O)c2ccc(Br)s2)CC1,4,-1,-1,15,102,-2,-30,-0.4,102,-9
O=S(=O)(c1ccccc1)N1CCN(c2ncnc3sc(-c4ccccc4)cc23)CC1,0,-1,-20,16,71,-11,-62,2.5,64,-3
COC(=O)c1ccccc1NC(=O)C1CCN(C(=O)c2ccc(OC)cc2)CC1,-1,x,x,16,86,-31,-5,-2.6,97,-4
Cc1nc2cc(-c3ccccc3)nn2c(C)c1CCC(=O)NCc1ccco1,4,0,15,8,96,-7,-11,-1.7,95,4
Cc1ccc(C=Nc2ccccc2C(N)=O)o1,1,2,x,5,96,-4,4,-0.9,93,10

More compounds follow.
Compound,NPY-Y2 antag,Phagocytosis inh,E-sel TNF inh,Measles CPE,HCT116 bCat-KO,Yeast life ext,Yeast growth inh,MRP1 act,HCT116 PTEN-null,GALR2 antag
COc1ccc(CNC(=O)c2c(C)nc3ccccn23)cc1,2,x,-1,17,68,x,-31,-2.7,64,1
O=C(Nc1ccccc1Cl)N1CCN(C/C=C/c2ccccc2)CC1,5,-2,x,14,92,7,-26,-1.5,90,-3
COc1cccc(C(C(=O)NC2CCCCC2)N(CC2CCCO2)C(=O)CNC(=O)c2ccco2)c1 (centres undefined),4,x,-13,31,83,x,-21,-1.6,85,9
COc1ccc(/C=N/NC(=O)C(N)=O)c(OC)c1OC,2,-3,x,18,94,-2,-12,-2.0,102,27*
Cc1cccc(-n2c(-c3ccco3)n[nH]c2=S)c1,4,-1,x,12,84,2,-38,-0.1,90,-2
C=CCn1c(SCC(=O)Nc2ccc3c(c2)CCC3)nnc1-c1cccs1,8,-2,x,3,74,-7,-48,-1.7,76,8
Cc1ccc2c(c1)N(C(=O)CCC(=O)N1CCc3ccccc3C1)CCO2,4,-5,x,3,100,-5,-4,-3.6,86,-9
CC(C)Nc1nc(NC(C)C)nc(N(C)N)n1,2,-1,6,15,94,0,-32,1.2,92,3
CCCN1C(=O)/C(=C/c2cc(C)n(C)c2C)SC1=Nc1ccc(OCC)cc1,0,x,-50,5,49,-3,-12,-3.8,51,8
CCOC(=O)N1CCC(N2Cc3cccc(C(=O)Nc4cc(F)ccc4F)c3C2=O)CC1,4,0,8,12,96,-4,-7,-2.1,86,-5
Cc1cc2cc(CNC(=S)Nc3ccc(OC(F)(F)F)cc3)ccc2[nH]1,2,x,14,6,82,6,-27,-3.7,83,2
